# CaV13 ICDI inh – Disruptors of the CACNA1D IQ motif to Ca2+-dependent inactivation inhibitor domain association, primary screening, Förster resonance energy transfer in intact living … | HEK cells, CFP/YFP FRET ICDI-IQ, plate reader, 10 min; percent FRET-ratio fall versus neutral wells | inhibition, % at 12.3 µM | hit rate 0.098% among 340,000;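 active = mean replicate inhibition of at least 30% and at least 1% of replicates passing that level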;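 also: 0% = median of the neutral control wells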
# ABHD5-PLIN5 inh – ABHD5-PLIN5 protein interaction inhibition. Split G. princeps luciferase complementation, luminescence, 4 h. inhibition, % at 4 µM. hit rate 0.78% among 360,000;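 active = inhibition above the mean inhibition across every tested compound plus 3 SD, cut at about 22% in these data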;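 also: 0% = DMSO only wells and the 100% control is not disclosed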
# PDI turbidity – inhibitors of human protein disulfide isomerase. P07237. PDI insulin aggregation turbidity, A650, 90 min. inhibition, % at 10 µM. hit rate 0.052% among 350,000;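 active = mean inhibition across replicates of 30% or more, whatever share of single replicates reach that level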;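 also: absorbance from insulin aggregation driven by PDI reduction with DTT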
# Target sequence (P07237 whole entry, looked up): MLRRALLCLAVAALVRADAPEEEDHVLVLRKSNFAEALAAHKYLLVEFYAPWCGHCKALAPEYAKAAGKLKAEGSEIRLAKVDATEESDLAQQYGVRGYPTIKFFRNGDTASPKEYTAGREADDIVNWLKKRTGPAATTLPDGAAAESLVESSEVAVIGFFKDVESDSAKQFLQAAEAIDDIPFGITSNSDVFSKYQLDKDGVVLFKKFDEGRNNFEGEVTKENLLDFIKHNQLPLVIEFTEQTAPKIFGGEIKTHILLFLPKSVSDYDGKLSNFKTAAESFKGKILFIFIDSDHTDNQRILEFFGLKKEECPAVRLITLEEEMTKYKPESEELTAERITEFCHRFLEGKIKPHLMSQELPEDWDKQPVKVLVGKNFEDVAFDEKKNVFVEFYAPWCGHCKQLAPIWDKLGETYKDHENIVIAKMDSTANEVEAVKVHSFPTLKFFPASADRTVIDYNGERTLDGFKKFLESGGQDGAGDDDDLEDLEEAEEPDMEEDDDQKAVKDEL
# ABCB6 inh MLPCN – blocks the human ABCB6 transporter; K562-ABCB6 porphyrin accumulation, flow cytometry, 1 h; stronger effect = lower value; fluorescence ratio to DMSO, % at 10 µM; hit rate 0.19% among 360,000;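 active = fluorescence ratio to DMSO below 75%, the collection mean minus 3 SD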;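 also: signal is porphyrin accumulated inside mitochondria; 100% equals median channel fluorescence of DMSO control wells; lower ratio means ABCB6 inhibition with less porphyrin fluorescence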
# Exocytosis inh – lytic granule exocytosis inhibition. inhibition, % at 10 µM. hit rate 0.66% among 360,000. AID 651702. TALL-104 LAMP-1 surface exposure, flow cytometry; cells stimulated with thapsigargin and PMA;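 active = inhibition above about 55%, limit read from the data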
# MC4R barr agon – agonists of human melanocortin 4 receptor (MC4R) beta-arrestin; P32245; U2OS MC4R beta-arrestin complementation, luminescence; percent of melanotan II response, DMSO zero; activation, % at 8.9 µM; hit rate 0.98% among 360,000;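 active = activation above a per-plate cutoff, the mean activation of sample wells on that plate plus 3 SD, cut at about 8% in these data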
# Target sequence (P32245 whole entry, looked up): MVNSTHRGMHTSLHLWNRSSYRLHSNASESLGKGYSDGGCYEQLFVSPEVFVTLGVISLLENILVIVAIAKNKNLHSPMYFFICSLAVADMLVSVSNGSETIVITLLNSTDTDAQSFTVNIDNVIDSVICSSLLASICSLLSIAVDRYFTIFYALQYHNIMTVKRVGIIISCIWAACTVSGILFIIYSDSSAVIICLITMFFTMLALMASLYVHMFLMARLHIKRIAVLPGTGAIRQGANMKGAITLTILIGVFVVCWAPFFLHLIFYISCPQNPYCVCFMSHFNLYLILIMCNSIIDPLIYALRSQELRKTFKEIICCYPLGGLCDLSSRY
# MC4R antag cAMP – antagonists of human melanocortin 4 receptor (MC4R) | P32245 | MC4R-expressing cells, MTII-stimulated cAMP, LANCE TR-FRET | inhibition, % at 6.5 µM | hit rate 0.48% among 360,000 | AID 540295;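 active = inhibition above its plate's cutoff, the mean of tested wells on that plate plus 3 SD, cut at about 29% in these data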;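 also: 0% = Melanotan II alone and 100% = Melanotan II plus saturating MCL0020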
#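 Material: human MC4R-expressing U2OS cells. Probe or stimulus: Melanotan II challenge. Dosing: 6.5 µM single dose. Times: 30-min compound, 1-h challenge, 1-h detection, room temperature. Technique: TR-FRET with Eu-cAMP and labeled anti-cAMP, 671 nm. Replication: singlicate.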
# m5-HT2A agonist – agonists of mouse serotonin 5-HT2A receptor (HTR2A). hit rate 0.66% among 360,000. CHO-K1 mHTR2A beta-arrestin complementation, luminescence; percent of 30 µM serotonin response. activation, % at 7.6 µM. AID 624169;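 active = activation above a run cutoff, the mean activation of all tested compounds plus 3 SD, cut at about 14% in these data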;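 also: 0% = plate median of compound wells and 100% = 30 µM serotonin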
# Glyco luc inh – N-linked glycosylation inhibition; D54 ERlucT glycosylation luciferase reporter, 24 h; percent of 100 nM tunicamycin response; reporter increase, % at 12.5 µM; hit rate 0.23% among 360,000; AID 588692;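 active = mean luciferase reporter signal, scaled so untreated is 0 and the glycosylation-blocking control 100, at or above a set limit in every replicate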;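 also: luciferase carries N-glycosylation sites so blocking glycosylation raises the light; 0% = median of neutral control wells and 100% = median of 100 nM tunicamycin wells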
# Cardio protect – protects H9c2 cardiomyocytes from peroxide injury | H2O2 injury protection, ATPLite, 2 h | protection from H2O2 cell death, % at 20 µM | AID 588492 | hit rate 0.63% among 360,000;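 active = compounds giving at least 50% protection of heart cells from peroxide-induced death in the single-dose screen, raw or plate-pattern-corrected value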;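 also: 0% = DMSO wells with peroxide and 100% = DMSO wells without peroxide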
# An asterisk follows results filed as active; nt = no result given. Rows were taken by chance. Share with any hit: about 4.2%.
# The line under a structure holds: CaV13 ICDI inh	ABHD5-PLIN5 inh	PDI turbidity	ABCB6 inh MLPCN	Exocytosis inh	MC4R barr agon	MC4R antag cAMP	m5-HT2A agonist	Glyco luc inh	Cardio protect
CCCn1c(N)c(N(CCOC)C(=O)c2ccccc2F)c(=O)[nH]c1=O
→ -3	-8	-1	97	-4	-1.8	1	12	1	-1
CNC(=S)NNC(=O)CCn1nc(C)c(Br)c1C
→ -5	1	3	102	-3	-3.2	4	-6	0	0
CCc1ccc(NC(=O)N2CCN(c3ccccc3)CC2)cc1
→ -2	0	9	96	-1	-1.1	4	1	0	-1
Cc1ccc(CNC(=O)COc2ccccc2-c2ccccc2)cc1
→ -5	-9	2	95	0	1.4	23	-1	-2	-4
O=C(Nc1ccccc1)Nc1sccc1-c1nc2ccccc2s1
→ -17	-12	-3	106	1	17*	26	-3	-5	1
COc1ccc(N(C(=O)c2ccco2)S(=O)(=O)c2ccc(F)cc2)cc1
→ -5	1	1	98	0	-1.8	3	-7	2	3
CCC(C)NC(=O)c1ccc(C2SCC(=O)N2Cc2ccccc2)cc1 (configuration not stated)
→ 5	4	11	98	-3	0.0	6	4	0	-2
CCCCN(C)CCCNC(=O)c1cc(Nc2ccc(OC)c(OC)c2)nc2ccccc12
→ -2	-6	-2	102	10	-2.0	2	-8	-8	7
C[C@H](CO)N1C[C@H](C)[C@@H](CN(C)C)Oc2c(NC(=O)CCCCCC(=O)Nc3ccccc3N)cccc2C1=O
→ -12	1	-5	104	6	-0.5	16	-5	8	-2
COc1cccc(CNn2cn[nH]c2=S)c1OCc1ccccc1
→ 0	-5	4	92	18	-0.4	-2	2	0	-4
OC(C#CCN1CCCC1)(c1ccccc1)c1cccc(F)c1 (configuration not stated)
→ -18	8	-6	98	2	-1.0	3	-7	-2	4
Cc1c(C(=O)O)cnc2cc(-c3ccc(Cl)cc3)nn12
→ -6	-3	-4	101	1	-0.2	2	0	0	-19
Cc1cc(C)c2c(CC(=O)NCc3ccco3)coc2c1
→ -9	-2	-3	96	0	-2.0	-4	-2	1	4
Cc1cc(=O)oc(C)c1C(=O)NNC(=O)C1(C)CC1Br (configuration not stated)
→ -1	8	2	99	1	1.4	7	1	3	2
COc1ccccc1C1/C(=C(/O)c2ccc(Cl)cc2)C(=O)C(=O)N1CCN1CCOCC1 (configuration not stated)
→ nt	1	-1	94	0	-1.8	7	2	0	13
CCc1nc2ccc(C(=O)NCCCN3CCCC3=O)cn2c1N(CC)CCOC
→ -7	-3	-6	100	4	0.6	6	-2	0	-4
Cc1nc(NC(=O)c2cc3ccccc3o2)sc1C
→ -4	6	4	97	-6	1.1	-1	-5	-16	-16
CCc1nc2c(OCc3ccc4c(c3)OCO4)cccn2c1N(C=O)Cc1ccccc1
→ -6	12	2	101	0	-1.3	-1	-1	-2	1
CC1(C)CC2(CCO1)N1CC3(C)CN2CC(C)(C1)C3O (configuration not stated)
→ -2	1	5	92	2	-0.5	-2	3	2	7
CN(C)C(=O)CCc1ccc2c3c([nH]c2c1)[C@]1(CCC2CCCC2)[C@@H](C(=O)N2CCOCC2)C[C@H](CC(=O)NCc2cccc(C(F)(F)F)c2)C(=O)N1CC3
→ -6	-3	8	91	7	-1.8	11	0	7	-10
O=c1[nH]c(Cn2nnc(-c3ccccc3)n2)nc2scc(-c3ccccc3)c12
→ -3	12	-12	106	-2	12*	-3	1	0	-16
Cc1ncc(S(=O)(=O)c2ccc(Cl)cc2)c(N)n1
→ -20	-7	1	100	1	1.4	0	6	-1	-2
COc1ccccc1NC(=O)N1CCN(c2ccccn2)CC1
→ -5	1	-12	97	37	-0.2	4	-1	1	3
CN(C)C(=O)CN1C(=O)C2CCCCN2C(=O)c2ccccc21 (configuration not stated)
→ nt	-5	4	107	1	3.0	3	2	-1	-2
COc1cccc(-c2nnc(SCC(=O)N3CC(C)CC(C)C3)o2)c1 (configuration not stated)
→ -2	-1	nt	98	-3	0.7	9	1	-1	-9
Cc1cccc(NC(=O)c2ccc(-c3ccccc3[N+](=O)[O-])o2)c1
→ -7	-2	1	104	3	0.8	2	-8	2	-5
CC(NC(N)=O)C(=O)NCC(=O)OCc1ccccc1 (configuration not stated)
→ -4	-3	6	96	-3	-2.8	1	-1	1	-1
CCc1ccc(-c2ccc(SCC(=O)NCC3CCCO3)nn2)cc1 (configuration not stated)
→ -7	1	-4	97	0	-0.9	6	-1	-2	-16
CN(CC(=O)Nc1ccccc1Br)C(=O)c1ccccc1-c1nc2ccccc2s1
→ -10	-2	3	104	2	-1.6	-7	3	-2	10
Cc1nnsc1NC(=O)OCc1ccc(C(F)(F)F)cc1
→ nt	-3	5	89	1	0.0	7	-2	5	12
CSc1ncccc1C(=O)Nc1ccc2c(c1)OCCO2
→ -5	-3	-7	99	-2	-1.0	4	0	-1	-1
CCN(C(=O)CN1C(=O)S/C(=C\c2ccccc2Cl)C1=O)C1CCS(=O)(=O)C1 (configuration not stated)
→ -5	-7	-2	88	12	-0.5	9	3	0	-4
Nc1nc2ncccc2cc1C(=O)NCCc1cccs1
→ -6	-1	nt	97	-4	nt	nt	9	nt	nt
Cc1ncc(CN2CCC(n3nccc3NC(=O)c3ccccc3)CC2)s1
→ -12	5	2	98	2	-2.2	2	-7	2	6
CC(=O)Nc1nc(=O)c2ccccc2s1
→ -10	-1	3	96	1	0.4	-2	1	-2	30
COc1ccccc1NC(=O)N1CCN(CCc2ccccc2)CC1
→ 4	-1	7	97	-8	-0.3	-3	-8	1	-6
C=C(C)C(=O)Nc1ccc2c(c1)OCCOCCOCCO2
→ 4	5	-3	97	-6	-0.5	13	9	0	4
CCOc1ccc(S(=O)(=O)NCCC(=O)NCc2ccccn2)cc1
→ -6	6	0	103	2	-2.7	5	-3	0	1
N#Cc1ccc(COC(=O)c2ccc3c(c2)OCO3)cc1
→ -6	8	-11	94	18	-1.7	3	-2	-1	-3
Cc1cc2cc(CNC(=O)NC3CCCCC3)ccc2n1C
→ -7	22	3	101	0	-1.4	8	3	-2	7

# 3 of the entries above in order of their number in m5-HT2A agonist, falling.
structure,m5-HT2A agonist
CCN(C(=O)CN1C(=O)S/C(=C\c2ccccc2Cl)C1=O)C1CCS(=O)(=O)C1 (configuration not stated),3
CC(=O)Nc1nc(=O)c2ccccc2s1,1
COc1ccccc1NC(=O)N1CCN(CCc2ccccc2)CC1,-8

# Additional structures follow.
# The line under a structure holds: CaV13 ICDI inh	ABHD5-PLIN5 inh	PDI turbidity	ABCB6 inh MLPCN	Exocytosis inh	MC4R barr agon	MC4R antag cAMP	m5-HT2A agonist	Glyco luc inh	Cardio protect
COc1cccc(-c2nnc(-c3ccccc3NC(=O)c3ccc(C(C)(C)C)cc3)o2)c1
→ -4	-1	-10	103	3	0.3	7	-3	0	4
COc1ccccc1C(=O)Nc1ccc2c(C)cc(=O)oc2c1
→ -19	-2	-1	103	-12	-2.0	1	8	-8	0
CC(=O)CSc1nc2c(c(=O)[nH]c(=O)n2C)n1Cc1ccccc1Cl
→ -5	4	-25	97	-5	-1.3	-2	6	4	5
Cc1ccc(Cn2nc(C)c(C(=O)NCC(c3cccs3)N3CCOCC3)c2Cl)cc1 (configuration not stated)
→ -6	-7	-2	103	30	0.6	6	-15	-2	-6
O=C(CSc1ncn[nH]1)Nc1nsc(-c2ccccc2)n1
→ -3	-5	-16	102	-5	4.0	7	1	-2	1
CCOC(=O)C1C(=O)NC(SC)=C(C#N)C1c1ccccc1F (configuration not stated)
→ -4	-2	6	102	0	-0.3	-4	-1	2	1
COc1ccc(N(C)C(=O)C2CCN(S(=O)(=O)c3cccc4nsnc34)CC2)cc1
→ -2	2	-4	96	1	-1.3	4	-1	-7	4
Cc1nn(C)c2ncc(C(N)=O)c(Oc3ccc(Cl)cc3)c12
→ 2	-1	-4	99	-10	-0.7	6	0	-3	-1
COc1cccc(-c2cnc(C(O)c3ccc(F)c(C)c3)[nH]2)c1 (configuration not stated)
→ -9	2	2	96	-2	0.2	3	7	0	-3
COC(=O)c1cc([N+](=O)[O-])c(C)c(C)n1
→ -5	3	0	94	-4	0.6	-3	1	1	3
COc1cc(CNCc2ccccc2)c(Br)cc1OC1CCCC1
→ -5	5	-1	96	-1	-1.1	-3	5	-5	-17
O=C(Cc1ccc(S(=O)(=O)N2CCOCC2)s1)N1CCN(c2ccc(C(F)(F)F)cc2[N+](=O)[O-])CC1
→ -7	1	-3	96	7	-2.6	25	6	-5	-5
O=C(NCc1cccnc1)NC1(C(F)(F)F)Oc2ccccc2O1
→ -8	3	0	103	2	1.5	9	5	-5	30
CCOc1ccc(NC(=O)c2ccncc2)cc1
→ nt	2	-7	88	1	-0.8	-2	1	2	-2
O=C(CSc1nncn1-c1ccccc1)c1c[nH]c2ccccc12
→ -7	3	-3	114	4	-1.6	-5	1	-1	2
O=C(NC1CCCC1)C1CCCN(C(=O)Nc2ccccc2)C1 (configuration not stated)
→ -4	4	7	98	7	0.8	2	4	-1	5
Cc1cc(NC(=O)CSc2nc3c(c(=O)n2Cc2ccccc2)SC(C)C3)no1 (configuration not stated)
→ -6	3	1	96	0	-1.6	5	-7	-4	-1
Cc1c(N(C(=O)CNC(=O)c2ccccc2)C2(C(=O)NC3CCCC3)CCCCC2)c(=O)n(-c2ccccc2)n1C
→ -4	2	2	103	-2	-0.4	7	2	2	-4
CCSc1cc(N2CC(C)OC(C)C2)nc(-c2ccccc2Cl)n1 (configuration not stated)
→ nt	-5	-4	93	4	-2.2	2	5	-4	4
Cc1cc(Cl)nc(-c2ccccc2)n1
→ -3	3	3	100	-2	-1.1	1	2	2	13
Cc1ccccc1OCC(=O)NC(=S)Nc1ccc(Br)c(C)n1
→ nt	3	-11	94	2	-0.5	7	-1	2	2
OCCN(CCO)CC(O)COc1ccc(C23CC4CC(CC(C4)C2)C3)cc1 (configuration not stated)
→ -5	16	4	91	1	-0.3	2	-5	-6	5
Cc1ccc(CNC(=O)COC(=O)c2ccc(Br)o2)cc1
→ -5	-2	5	101	-11	-1.7	-2	2	-1	-8
Cc1nn(Cc2nnc(SCC(=O)Nc3cccc(C(F)(F)F)c3)n2C)c(C)c1[N+](=O)[O-]
→ -4	-6	4	94	-2	-0.7	2	-5	-4	30
CCOc1ncccc1C(=O)Nc1c(C)n(C)n(-c2ccccc2)c1=O
→ -5	3	-2	102	6	-0.2	6	2	0	-2
N#CCCn1c2ccccc2c2nc3ccccc3nc21
→ -8	2	6	95	-2	-1.7	-8	7	5	5
CCCNC(=O)COC(=O)/C=C/c1cccc(F)c1
→ -13	-2	12	99	-3	-1.1	7	4	-2	-1
C=CCNCCCOc1ccc(C)cc1Br
→ -6	4	-1	99	0	-0.1	1	-1	-4	4
COCCn1c(SCCN2CCCCC2)nc2ccccc2c1=O
→ -4	0	-1	86	1	-0.4	1	0	1	-1
COC(=O)c1oc2ccc(Cl)cc2c1-n1cccc1
→ nt	-3	8	96	1	0.3	4	-8	2	1

# Compound activity deposited in PubChem BioAssay by several laboratories.
